Assay outcomes from PubChem BioAssay.
GIRK2 activator: activators of NPY4-receptor-primed GIRK2 channels, summary, cell-based, HEK293, thallium flux; G protein-activated inward rectifier potassium channel 2 (Homo sapiens), P48051; HEK293 GIRK2/NPY4 cells, thallium flux fluorescence; activation (% efficacy), % for hits at 37.5 µM; 34,000 tested, under 10 active; AID 1259324, 2017;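 active = primary screen hit, no activity in plain HEK293 cells, and in GIRK2-only cells above 5% efficacy rising with concentration; inactive = the rest, including fluorescent compounds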;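 note: efficacy is normalized control-subtracted fluorescence 15 s after thallium addition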
Target sequence (P48051 whole entry, looked up): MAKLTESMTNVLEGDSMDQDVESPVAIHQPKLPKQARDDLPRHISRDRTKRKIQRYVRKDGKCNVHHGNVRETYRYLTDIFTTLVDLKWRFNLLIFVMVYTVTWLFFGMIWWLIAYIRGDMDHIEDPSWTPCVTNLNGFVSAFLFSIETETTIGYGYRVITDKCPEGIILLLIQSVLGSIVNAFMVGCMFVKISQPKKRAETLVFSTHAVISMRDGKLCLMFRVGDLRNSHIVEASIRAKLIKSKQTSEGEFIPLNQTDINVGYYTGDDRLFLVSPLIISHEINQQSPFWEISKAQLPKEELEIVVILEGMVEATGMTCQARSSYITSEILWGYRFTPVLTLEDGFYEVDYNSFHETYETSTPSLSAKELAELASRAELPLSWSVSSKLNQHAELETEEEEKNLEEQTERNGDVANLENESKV
Calls only; i = inactive. Not all compounds are listed, so the mix of outcomes need not match the whole.

Compound | GIRK2 activator
O=C(COc1ccc(F)cc1)NCCCn1nc(-c2ccccc2)ccc1=O | i
O=S(=O)(NCCCCN1CCOC(c2ccccc2)C1)c1ccc(Cl)s1 (stereo not drawn) | i
CC1CN(C)CCN1CC1CCN(C(=O)NCc2cccs2)CC1 (stereo not drawn) | i
Cc1cc(C(=O)NCC2COC3(CCCCC3)O2)no1 (stereo not drawn) | i
COc1ccc(C(CNC(=O)c2ccccc2Br)N2CCOCC2)cc1 (stereo not drawn) | i
COc1ccc(OC)c(NC(=O)c2ccc(=O)n(Cc3cc(C)ccc3C)c2)c1 | i
Cc1cc(=O)n(CC(=O)N2CCCCC2)cn1 | i
Cn1nc(-c2cccc(NC(=O)CC(c3ccccc3)c3ccccc3)c2)ccc1=O | i
COc1ccc(Cc2nnc(N(C)c3ccccc3)[nH]c2=O)cc1 | i
Cc1ccccc1OCC(=O)Nc1ccc(CC(=O)N2CCCC2)cc1 | i
Cc1ccc(CNC(=O)C(=O)NCCN2CCN(c3ccccc3)CC2)cc1 | i
O=C(Nc1nnc(Cc2ccc(Cl)s2)o1)c1ccc2c(c1)OCCO2 | i
Cc1ccc(NC(=O)C(=O)NC2CCCCCC2)cc1N1CCCC1=O | i
CCCN1C(=O)CCc2cc(NC(=O)c3cc(OC)c(OC)c(OC)c3)ccc21 | i
Cc1cc(NC(=O)C(c2ccccc2)c2ccccc2)n(C)n1 | i

An excerpt of these results, field by field:
> COc1ccc(Cc2nnc(N(C)c3ccccc3)[nH]c2=O)cc1
  GIRK2 activator: i

> O=C(Nc1nnc(Cc2ccc(Cl)s2)o1)c1ccc2c(c1)OCCO2
  GIRK2 activator: i

> Cc1cc(C(=O)NCC2COC3(CCCCC3)O2)no1 (stereo not drawn)
  GIRK2 activator: i

> Cc1cc(NC(=O)C(c2ccccc2)c2ccccc2)n(C)n1
  GIRK2 activator: i

Remaining list, next part:
Compound | GIRK2 activator
O=C(/C=C/c1ccccc1Cl)N1CCC(c2nnc(-c3ccco3)s2)CC1 | i
CC(C)(CO)NC(=O)Cc1ccc(NC(=O)C(C)(C)Oc2ccc(Cl)cc2)cc1 | i
COC(=O)c1ccc(OC)cc1CN1C(=O)N(c2cc(F)ccc2F)S(=O)(=O)c2ccccc21 | i
Cc1ccc(NC(=O)CCc2csc(NC(=O)c3ccco3)n2)cc1C | i
CSc1cccc2sc(NC(=O)C3CCCN3S(C)(=O)=O)nc12 (stereo not drawn) | i
O=C(CN1CCC(c2nnc(-c3ccco3)o2)CC1)Nc1cc(F)ccc1F | i
O=C(CCCSc1ccc(NC(=O)C2CC2)nn1)Nc1ccccc1F | i
CCn1nc(C)cc1C(=O)N(Cc1ccccc1)Cc1ccccc1 | i
COc1ccc(C(=O)CSc2nc3ccccc3nc2C)cc1 | i
COCCNC(=O)Cc1ccc(NC(=O)c2ccc(C(C)(C)C)cc2)cc1 | i
O=C(Cc1ccc(NS(=O)(=O)c2cccc3ccccc23)cc1)NC1CC1 | i
COc1ccc(F)cc1S(=O)(=O)NCC1CCN(C(=O)NC(C)(C)C)CC1 | i
COc1ccc(-c2cc(=O)[nH]c(SCc3nc(-c4cccc(OC)c4OC)no3)n2)cc1 | i
O=C(NCCC1=CCCCC1)C(=O)NCC1CCN(C(=O)Oc2ccccc2)CC1 | i
O=C(CCS(=O)(=O)c1ccccc1)N1CCC(c2cccs2)CC1 | i

New compounds follow:
Compound | GIRK2 activator
CN1CCN(C(CNC(=O)C(=O)NCc2cccs2)c2cccn2C)CC1 (stereo not drawn) | i
Cc1cc(C)c2c(n1)nn1c(NCCC3=CCCCC3)cc(C)nc21 | i
CCCc1nnc2c(=O)n(-c3cc(C)cc(C)c3)ccn12 | i
O=C(Cn1nc(-c2ccc3c(c2)OCO3)ccc1=O)Nc1ccc(F)cc1 | i
Cc1ccc(NCCNC(=O)c2ccccc2C(F)(F)F)nn1 | i
COc1ccc(S(=O)(=O)c2cnc(SCC(=O)NCc3ccc(F)cc3)[nH]c2=O)cc1OC | i
O=C(Cn1cccn1)NCc1ccccc1OC(F)(F)F | i
CCOc1ccc(-c2ccc(=O)n(CCCC(=O)Nc3cc(Cl)ccc3C)n2)cc1 | i
Cn1nnc2c(SCC(=O)Nc3ccc(F)c(Cl)c3)ncnc21 | i
CCSc1nnc(NC(=O)CSc2c(C)cnc3c2c(=O)n(C)c(=O)n3C)s1 | i
COc1ccc(S(=O)(=O)N2CCC(C(=O)Nc3nc4ccc(F)cc4s3)CC2)cc1 | i
O=C(NCC1CCN(C(=O)Oc2ccccc2)CC1)C(=O)Nc1ccc2c(c1)OCCO2 | i
CCOC(=O)N1CCN(C(=O)CN2CCC(COCc3cc(OC)cc(OC)c3)CC2)CC1 | i
O=S(=O)(c1ccc2c(c1)OCCO2)N1CCN(Cc2nnnn2-c2ccccc2)CC1 | i
Cc1ccc(-c2ccc(=O)n(CCCNC(=O)NCc3ccccc3)n2)cc1 | i

Remaining list, next part.
Compound | GIRK2 activator
Cc1cc(C)c(NC(=O)CSc2ccc(NC(=O)C(C)C)nn2)c(C)c1 | i
CCOc1ccccc1NC(=O)Cc1csc(Nc2ccc(Cl)cn2)n1 | i
COc1ccc(-c2ccc(=O)n(CCCC(=O)Nc3ccc(C(N)=O)cc3)n2)cc1 | i
Cc1cc(NC(=O)c2ccc([N+](=O)[O-])o2)n(-c2nc(-c3ccccc3)cs2)n1 | i
Cc1cc(C)n(CCNC(=O)C(=O)NCCC2=CCCCC2)n1 | i
COc1cc(COCC2CCN(C(=O)CC(c3ccccc3)c3ccccc3)CC2)cc(OC)c1 | i
Cn1nnc2c(=O)n(CC(=O)Nc3ccc(C(F)(F)F)cc3)cnc21 | i
O=C(c1ccsc1)N1CC(c2nc(-c3cccc(C(F)(F)F)c3)no2)C1 | i
CCN1CCN(c2nc(Nc3ccc(C)cc3C)c3nccnc3n2)CC1 | i
O=C(CCCn1c(=S)[nH]c2ccc(Br)cc2c1=O)N1CCN(c2ccccc2)CC1 | i
CNC(=O)C1Cc2ccccc2N1C(=O)c1c(F)cccc1Cl (stereo not drawn) | i
O=C(NCc1ccccc1)c1ccc(S(=O)(=O)c2ccccc2)nc1 | i
CCn1nccc1C(=O)N(CCN1CCOCC1)c1nc2c(OC)ccc(Cl)c2s1 | i
COc1ccc(CNC(=O)c2cc(-c3ccccc3)nc3c2c(C)nn3C2CCS(=O)(=O)C2)cc1 (stereo not drawn) | i
Cc1nn(C2CCS(=O)(=O)C2)c2nc(-c3ccc(F)cc3)cc(C(=O)NC(C)C)c12 (stereo not drawn) | i

Continuation.
Compound | GIRK2 activator
CC(=O)N1CC(C(=O)NCc2ccc3c(c2)OCO3)C1 | i
CN(C)C(CNC(=O)NCc1cccs1)c1ccccc1Cl (stereo not drawn) | i
CCOc1ccc(NC(=O)CCc2csc(NC(=O)c3ccc(F)cc3)n2)cc1 | i
CCN1CCN(CCNC(=O)C2CCC(Cn3c(=S)[nH]c4ccccc4c3=O)CC2)CC1 (stereo not drawn) | i
CCc1nc(-c2ccc(N3CCN(C(=O)c4ccc(Cn5ccnc5)cc4)CC3)nc2)no1 | i
O=C(NCCC(O)c1cccs1)c1cc(=O)c2ccccc2o1 (stereo not drawn) | i
Cc1ccc(-n2nc3c(c2NC(=O)C(=O)NC(C)c2ccccc2)CSC3)cc1 (stereo not drawn) | i
CCCc1cc(=O)[nH]c(SCc2nc(-c3cc(OC)c(OC)c(OC)c3)no2)n1 | i
CC(C)N(Cc1ccccc1)S(=O)(=O)c1cc2c3c(c1)CCC(=O)N3CCC2 | i
COc1ccccc1-c1nc(Cn2nnc(C(=O)Nc3c(C)cccc3C)c2C)c(C)o1 | i
O=C(Cn1nc(-c2ccc(Cl)cc2)ccc1=O)N1CCCc2ccccc21 | i
Cc1ccc(-c2cc3c(SCC(=O)NC4CCCC4)nccn3n2)cc1 | i
Cc1[nH]c(=O)[nH]c(=O)c1CC(=O)NCCc1ccccc1 | i
CC(NC(=O)c1ccco1)c1nc2ccccc2n1CC(=O)N(c1ccccc1)C(C)C (stereo not drawn) | i
O=C(Cc1ccc(NC(=O)c2cccc(Cl)c2)cc1)NCc1cccs1 | i

(next part)
Compound | GIRK2 activator
O=C(NC1CCS(=O)(=O)C1)c1ccc(Cl)c(S(=O)(=O)N2CCCCCC2)c1 (stereo not drawn) | i
O=C(Cc1csc(Nc2ccccc2)n1)N1CCN(C(=O)c2ccco2)CC1 | i
O=S(=O)(NCC1CCN(Cc2ccccc2)CC1)c1ccc2c(c1)OCCO2 | i
CC1CN(C)CCN1CC1CCN(C(=O)CCc2ccccc2)CC1 (stereo not drawn) | i
COc1ccc(S(=O)(=O)Nc2ccc3c(c2)N(C(=O)C(C)(C)C)CC3)cc1 | i
COc1ccc(Cl)c2sc(N(CCCN3CCOCC3)C(=O)c3ccno3)nc12 | i
O=S(=O)(Cc1ccccc1Cl)NCc1ccsc1 | i
COc1ccc(S(=O)(=O)CCC(=O)Nc2nnc(-c3ccc(C)cc3C)o2)cc1 | i
CN(C)CCN(C(=O)c1ccnn1C)c1nc2ccccc2s1 | i
COc1ccc(OC)c(-c2ccc(SCC(=O)NCc3ccc4c(c3)OCO4)nn2)c1 | i
O=C(c1ccno1)N(CCN1CCOCC1)c1nc2c(Cl)cccc2s1 | i
COc1ccccc1-c1ccc(N2CCC(C(=O)Nc3ccccn3)CC2)nn1 | i
O=C(Cc1cccs1)NCC(O)c1ccsc1 (stereo not drawn) | i
O=S(=O)(c1ccc(Br)s1)N1CCOC(c2ccc(C(F)(F)F)cc2)C1 (stereo not drawn) | i
Cc1cc(C)n(CC2CCN(C(=O)CSCc3ccccc3)CC2)n1 | i

Additional compounds:
structure	GIRK2 activator
O=C(NCc1cccc2ccccc12)NCC1(O)CCOCC1	i
COc1ccc(CC(=O)NCC(O)(c2ccco2)C2CC2)cc1OC (stereo not drawn)	i
CS(=O)(=O)N1CCC(CNC(=O)NCc2ccccc2)CC1	i
COc1ccc(-c2c(C)nn3c(N4CCN(c5ccccc5)CC4)cc(C)nc23)cc1OC	i
Cc1cc(NC(=O)CSc2nc3ccccc3o2)sn1	i
COc1ccc(OC)c(S(=O)(=O)NCCOc2ccc(-c3ccccc3)nn2)c1	i
NS(=O)(=O)c1ccc(NC(=O)CCCn2nc(-c3ccc(Cl)cc3)ccc2=O)cc1	i
O=C(CSc1ccc(F)cc1)NCC(O)(c1ccccc1)C(F)(F)F (stereo not drawn)	i
Cc1ccc(S(=O)(=O)NCCNc2ccc(Nc3ccccn3)nn2)cc1C	i
O=C(Cn1nc2ccc(SCc3ccc(Cl)cc3)nn2c1=O)NC1CCCC1	i
CCc1ccc(Oc2cc(N3CCC(C(=O)NCc4ccccc4)CC3)ncn2)cc1	i
Cc1nc(-c2cccs2)c(CCC(=O)NCc2ccc3c(c2)OCO3)s1	i
COCC(C)(O)CNC(=O)c1ccsc1 (stereo not drawn)	i
CC(O)(CNC(=O)C1(c2ccccc2)CCOCC1)c1ccc(-c2ccccc2)cc1 (stereo not drawn)	i
CCn1nccc1C(=O)Nc1sc2c(c1C(N)=O)CCN(C(C)=O)C2	i
COc1ccc(S(=O)(=O)NCC(c2ccsc2)N2CCc3ccccc3C2)cc1F (stereo not drawn)	i
CC(=O)Nc1ccc(C(=O)NCCNC(=O)CSCc2ccccc2)cc1	i
COc1ccc(OC)c2c1sc(=NC(=O)c1cc(C)no1)n2C	i
Cc1nnc(-c2ccc(OCC(=O)Nc3cccc(C)c3C)cc2)o1	i
CCOC(=O)c1ccc(NC(=O)CSc2ccnc3c2c(=O)n(C)c(=O)n3C)cc1	i
O=C(NCCCCN1CCOC(c2ccccc2)C1)c1ccc2c(c1)OCO2 (stereo not drawn)	i
O=C(CCN1C(=O)c2ccccc2S1(=O)=O)NCc1ccc2c(c1)OCO2	i
CCN(CC)S(=O)(=O)c1ccc(C(=O)Nc2cc(-c3cccs3)nn2CCO)cc1	i
Cn1c(=O)c2c(SCC(=O)NCc3ccccc3)ccnc2n(C)c1=O	i
CC(Oc1ccccc1)C(=O)Nc1cccc(-c2cnc3n2CCC3)c1 (stereo not drawn)	i

In the list so far, these have an NH in an aromatic ring:
structure	GIRK2 activator
COc1ccc(Cc2nnc(N(C)c3ccccc3)[nH]c2=O)cc1	i
COc1ccc(-c2cc(=O)[nH]c(SCc3nc(-c4cccc(OC)c4OC)no3)n2)cc1	i
COc1ccc(S(=O)(=O)c2cnc(SCC(=O)NCc3ccc(F)cc3)[nH]c2=O)cc1OC	i
O=C(CCCn1c(=S)[nH]c2ccc(Br)cc2c1=O)N1CCN(c2ccccc2)CC1	i
CCN1CCN(CCNC(=O)C2CCC(Cn3c(=S)[nH]c4ccccc4c3=O)CC2)CC1 (stereo not drawn)	i
CCCc1cc(=O)[nH]c(SCc2nc(-c3cc(OC)c(OC)c(OC)c3)no2)n1	i
Cc1[nH]c(=O)[nH]c(=O)c1CC(=O)NCCc1ccccc1	i

Going on with the list:
structure	GIRK2 activator
CC(O)(CNC(=O)CSCc1ccccc1)c1ccc2c(c1)OCO2 (stereo not drawn)	i
CCc1ccccc1NC(=O)Cn1c(=O)n(Cc2ccco2)c(=O)c2oc3ccccc3c21	i
O=C(CSc1ccc(NC(=O)c2ccco2)nn1)Nc1nccs1	i
COc1ccccc1CNC(=O)CCn1c(=O)[nH]c2ccccc2c1=O	i
Cc1cc(C)n(-c2ccc(=O)n(CCNC(=O)c3cccc4ccccc34)n2)n1	i
CS(=O)(=O)N(CC(O)COc1ccccc1)c1ccc(F)cc1 (stereo not drawn)	i
O=S(=O)(Cc1ccccc1)NCCOc1ccc2nnc(-c3ccccc3Cl)n2n1	i
COc1cccc(CNS(=O)(=O)CCNC(=O)c2cccc(OC)c2)c1	i
O=C(NCCCn1nc(-c2ccco2)ccc1=O)Nc1ccc(C(F)(F)F)cc1	i
CCOC(=O)c1ccc(NC(=O)c2ccc(=O)n(Cc3ccc(Cl)cc3)c2)cc1	i
NC(=O)C1CCN(CC(=O)NCCc2ccccc2)CC1	i
O=C(c1ccc2c(c1)OCCO2)N(CCN1CCOCC1)c1nc2c(Cl)cccc2s1	i
CC(=O)Nc1ccc(S(=O)(=O)NCC2CCN(C)CC2)cc1	i
COc1cn2c(cc1=O)C(=O)N(CCNC(=O)c1ccccc1SC(F)F)CC2	i
COc1ccc(OC)c(NC(=O)N2CCN(c3ccc(Nc4cccc(C)n4)nn3)CC2)c1	i
